Bioassay records: PubChem BioAssay, Broad Institute
SIRT5 inh: SIRT5 desuccinylase inhibitors, primary screen, biochemical, fluorescence imaging, single point, set 5. NAD-dependent protein deacylase sirtuin-5, mitochondrial (Homo sapiens), Q9NXA8. inhibition, % at 15 µM. 1.1% of 330,000 active. Purified SirT5, succinyl-peptide AMC, trypsin-coupled fluorescence; in the data active = inhibition above about 15%; inconclusive = no clear call, values can overlap the other calls
PglD DTNB: C. jejuni PglD acetyltransferase inhibitors, primary screen, biochemical, DTNB colorimetric, single point. UDP-N-acetylbacillosamine N-acetyltransferase PglD (Campylobacter jejuni). purified PglD enzyme, DTNB colorimetric CoA detection. inhibition, % at 12.5 µM. 0.098% of 360,000 active; in the data active = inhibition above about 16%, passing the limit was not always enough; inconclusive = no clear call, values can overlap the other calls; note: strong numbers were not always called active
Statin myotox sup: suppressors of statin myotoxicity in C2C12 myotubes, primary screen, cell-based, single point, plate reader; C2C12 myotubes + simvastatin, ATP luminescence, 48 h; scaled: DMSO 0, geranylgeraniol control 100; rescue of ATP level, % at 7.49 µM; AID 602340, 2012; 0.78% of 330,000 active;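 active = mean ATP rescue above about 67%, or every replicate alone reaching that limit, limit read from the data, passing the limit was not always enough; inconclusive = no clear call, values can overlap the other calls; inactive = mean under the limit and some replicate under it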;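 note: myotubes were challenged with 10 µM simvastatin during compound exposure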
S100A4 inh HTS: inhibitors of S100A4-myosin IIA peptide binding, primary screen, biochemical, fluorescence polarization, TAMRA-MyoIIA peptide | inhibition, % at 10.7 µM | 0.14% of 360,000 active | AID 652163, 2013;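 active = mean inhibition of at least 70% across replicates, with every replicate also reaching that level; inconclusive = mean inhibition reaches 70% but some replicates fall short; inactive = mean inhibition below 70%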
Target sequence (P26447 whole entry, looked up): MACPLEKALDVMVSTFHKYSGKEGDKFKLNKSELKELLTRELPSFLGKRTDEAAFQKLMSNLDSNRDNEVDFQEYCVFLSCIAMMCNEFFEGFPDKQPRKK
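Material: S100A4 monomer (human). Medium: Calcium-containing HEPES buffer, pH 7.2. Probe or stimulus: labelled myosin peptide probe, 5 nM. Compound dosing: one concentration per compound. Timing: polarization read 5 min after assay mix addition, stable 5–60 min. Benchmarks: DMSO as neutral control, TFP as positive control.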
DENV2 CPE rescue: inhibitors of DENV2 cytopathic effect, primary screen, cell-based, plate reader, single concentration; CPE inhibition, % at 9.99 µM; DENV2-infected cells, cytopathic effect rescue; 1.7% of 350,000 active; in the data active = CPE inhibition above about 20%, passing the limit was not always enough; inconclusive = no clear call, values can overlap the other calls; tested in BHK-21 cells;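 note: 0% = median of neutral control wells and 100% = median of positive control wells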
E-sel inducer: E-selectin induction in HUVECs, primary screen, imaging, HUVEC, immunofluorescence imaging, single point; normalized: neutral wells 0, TNF-alpha wells 100; 0.37% of 260,000 active; activation, % at 7.58 µM;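 active = mean E-selectin-positive cell signal at least 10% of the positive control, reached in at least 60% of replicates, without over 20% cell loss; inconclusive = no rule given, readout overlaps actives, possibly toxicity-flagged; inactive = the rest, including those meeting only one limit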;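 note: in these data hits start at about 27%; measured in HUVEC primary endothelial cells; signal is the percent of cells scored E-selectin positive by PE staining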
Target sequence (P16581 whole entry, looked up): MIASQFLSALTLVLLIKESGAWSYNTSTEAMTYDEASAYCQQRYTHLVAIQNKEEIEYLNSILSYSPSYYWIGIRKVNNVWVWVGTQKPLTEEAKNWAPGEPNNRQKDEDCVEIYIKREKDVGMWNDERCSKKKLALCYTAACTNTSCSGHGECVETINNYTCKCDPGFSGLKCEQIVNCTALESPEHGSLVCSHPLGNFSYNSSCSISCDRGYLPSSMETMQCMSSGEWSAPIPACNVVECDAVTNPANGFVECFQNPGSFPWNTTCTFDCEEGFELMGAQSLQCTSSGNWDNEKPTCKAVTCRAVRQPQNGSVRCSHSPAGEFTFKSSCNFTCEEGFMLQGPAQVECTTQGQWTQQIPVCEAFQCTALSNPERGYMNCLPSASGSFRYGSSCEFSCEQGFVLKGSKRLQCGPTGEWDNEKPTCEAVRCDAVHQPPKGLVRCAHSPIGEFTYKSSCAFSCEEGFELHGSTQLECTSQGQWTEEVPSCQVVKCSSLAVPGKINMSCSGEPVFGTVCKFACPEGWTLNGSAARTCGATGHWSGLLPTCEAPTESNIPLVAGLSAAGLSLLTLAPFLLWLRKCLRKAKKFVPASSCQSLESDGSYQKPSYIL
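Read-out basis: % PE-positive cells; Test system: HUVEC primary endothelial cells; Technique: immunofluorescence imaging; Dosing: single-point compound dose.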
ERp5 inh: inhibitors of ERp5-driven insulin aggregation, primary screen, biochemical, turbidity, absorbance 650 nm, single point; Protein disulfide-isomerase A6 (Homo sapiens), Q15084; 0.05% of 350,000 active; AID 651711, 2012; 90 min; inhibition, % at 9.99 µM;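 active = mean replicate inhibition above about 25%, with every replicate also reaching it, limit read from the data, passing the limit was not always enough; inconclusive = only one of those two criteria met; inactive = neither criterion met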
* = called active by the depositor; ? = inconclusive; nt = no result given. A portion of the library; rates above refer to the full screens.

Values run as follows: SIRT5 inh	PglD DTNB	Statin myotox sup	S100A4 inh HTS	DENV2 CPE rescue	E-sel inducer	ERp5 inh
O=C(NCc1ccco1)C(=O)NCC(c1ccco1)N1CCOCC1 (stereo not drawn)
    -1	nt	nt	-26	12	0.8	4
O=C1CN(S(=O)(=O)c2cccc(F)c2)C[C@H]2[C@H](c3ccc(-c4ccc(F)cc4)cc3)[C@H](CO)N12
    -3	nt	nt	5	-4	0.2	-1
C[C@@H]1CN([C@H](C)CO)C(=O)c2cccc(NC(=O)C3CCCCC3)c2O[C@H]1CN(C)Cc1ccncc1
    -3	3	14	-12	0	-0.1	-3
O=c1c2cccnc2nc2n1CCCCC2
    -4	nt	nt	1	-1	nt	-2
COc1cccc(-c2cnc3c(c2)C(=O)N([C@@H](C)CO)C[C@@H](C)[C@H](CN(C)C(=O)CC2CC2)O3)c1
    -4	-1	nt	7	-6	-0.1	2
COc1cccc(CNS(=O)(=O)c2c(C(=O)N3CCCC3)c(C)n(C)c2C)c1
    -7	-3	6	2	7	nt	-3
O=C(COC(=O)c1ccc(F)c(S(=O)(=O)N2CCOCC2)c1)NCc1ccc(F)cc1
    nt	nt	nt	-1	3	3.6	-1
C[C@@H]1CCCCO[C@H](CN(C)S(=O)(=O)c2cccs2)[C@@H](C)CN([C@H](C)CO)C(=O)c2cc(NC(=O)c3ccccc3)ccc2O1
    nt	2	nt	nt	14	0.2	nt
COc1cc(/C(C)=N/NC(=O)Cc2c(C)[nH][nH]c2=O)ccc1O
    -6	3	nt	8	-5	0.2	-1
CCOc1ccc(CCN2C(=O)C(=O)N([C@@H](CC(C)C)CN3CCC[C@H]3CN3C(=O)C(=O)NC[C@@H]3Cc3ccccc3)C[C@@H]2CC(C)C)cc1
    0	nt	nt	6	-5	0.0	-3
O=C([C@H]1[C@H](CO)[C@H]2Cn3c(ccc(C4=CCCCC4)c3=O)[C@@H]1N2Cc1nccs1)N1CCCCC1
    -30	0	-5	-1	9	0.2	2
CCn1nnc2cc(C(=O)N3CCC(C(=O)OC)CC3)ccc21
    nt	-1	-1	-13	-3	0.1	-1
C[C@@H]1CN([C@@H](C)CO)C(=O)c2cc(NS(=O)(=O)c3cccs3)ccc2O[C@@H](C)CCCCO[C@@H]1CN(C)CC1CCCCC1
    9	-5	nt	3	-1	-0.1	-2
C[C@H](CO)N1C[C@H](C)[C@@H](CN(C)C(=O)c2ccc(F)cc2)Oc2cc(-c3cccc(C#N)c3)ccc2S1(=O)=O
    0	1	-19	35	7	-0.2	1
C[C@@H]1CN([C@@H](C)CO)S(=O)(=O)c2ccc(-c3ccncc3)cc2O[C@@H]1CN(C)Cc1cncnc1
    -1	0	12	-2	-6	0.0	-6
Cc1ccc(C(=O)NC(NCC2CCCO2)C(Cl)(Cl)Cl)cc1 (stereo not drawn)
    -2	nt	nt	20	-2	nt	2
Cn1cc([N+](=O)[O-])c(C(=O)N/N=C/c2cc3c(cc2Br)OCO3)n1
    1	9	nt	-1	2	-0.3	-1
Cc1ccc(NC(=O)CN(C)C(=O)c2ccc(Cl)c(S(=O)(=O)NCc3ccco3)c2)cc1
    -2	-5	1	0	-2	-0.1	4
CC=Cc1ccc2n(c1=O)C[C@H]1[C@H](CO)[C@@H](C(=O)Nc3nccs3)N(Cc3ccccc3F)[C@@H]21 (mixture of isomers)
    -2	1	-6	9	?	-0.5	0
Cc1ccc(S(=O)(=O)NCC(=O)NCc2cc(=O)n(C)c(=O)n2C)cc1
    2	4	3	0	1	0.0	3
COc1ccc(S(=O)(=O)N2CCCC(C(=O)NCCN3CCOCC3)C2)cc1C (stereo not drawn)
    nt	3	-1	-3	1	0.4	0
C[C@@H]1CN([C@@H](C)CO)C(=O)c2cc(NC(=O)Nc3ccc(C(F)(F)F)cc3)ccc2O[C@@H](C)CCCCO[C@@H]1CN(C)C(=O)Nc1ccccc1
    0	nt	nt	3	3	-0.1	2
O=C(N/N=C/c1cccc([N+](=O)[O-])c1)c1ccc2c(c1)OCCO2
    nt	-3	0	nt	nt	-0.6	nt
COc1ccc(-c2nc(CS(=O)CC(=O)NCc3ccco3)c(C)o2)cc1 (stereo not drawn)
    14	2	-6	2	-4	nt	-7
COc1ccc(C2=NN(C(=O)CSc3cn(C)c4ccccc34)C(c3ccc(OC)cc3)C2)cc1 (stereo not drawn)
    -10	4	-1	-3	-7	1.1	4
O=C(CN1C(=O)NC2(CCCC2)C1=O)Nc1ccccc1C(F)(F)F
    -3	-1	-24	-2	16	0.1	1
Cc1ccccc1NC(=O)c1ccccc1NC(=O)c1cccs1
    nt	2	2	0	9	0.1	3
Cc1nc(CSc2n[nH]c(=O)n2-c2ccccc2)cs1
    3	-3	-4	-8	-2	-0.1	-2
Cc1ccc2oc(C(=O)N(Cc3ccc(N(C)C)cc3)C3CCS(=O)(=O)C3)c(C)c2c1 (stereo not drawn)
    -2	-7	-5	-1	0	-0.2	-4
CCOc1ccc(C(=O)NC(C(=O)NCC2CCCO2)C(C)C)cc1 (stereo not drawn)
    -3	nt	nt	9	1	nt	2

Entries of single compounds, quoted from the list:
`Cc1ccc(C(=O)NC(NCC2CCCO2)C(Cl)(Cl)Cl)cc1` (stereo not drawn) is listed as SIRT5 inh: -2; PglD DTNB: nt; Statin myotox sup: nt; S100A4 inh HTS: 20; DENV2 CPE rescue: -2; E-sel inducer: nt; ERp5 inh: 2
`CC=Cc1ccc2n(c1=O)C[C@H]1[C@H](CO)[C@@H](C(=O)Nc3nccs3)N(Cc3ccccc3F)[C@@H]21` (mixture of isomers) is listed as SIRT5 inh: -2; PglD DTNB: 1; Statin myotox sup: -6; S100A4 inh HTS: 9; DENV2 CPE rescue: ?; E-sel inducer: -0.5; ERp5 inh: 0

Following part.
Values run as follows: SIRT5 inh	PglD DTNB	Statin myotox sup	S100A4 inh HTS	DENV2 CPE rescue	E-sel inducer	ERp5 inh
COc1ccc(NC(=O)CSc2ccc3c(c2)OCCO3)cc1S(N)(=O)=O
    -4	nt	nt	-5	-6	-0.1	-1
CC(C)CC(=O)Nc1nnc(S(=O)(=O)N(C)c2ccc(Cl)cc2)s1
    -2	-2	-9	-10	11	nt	2
COc1ccc2c3c(n(C)c2c1)[C@H](CO)N(S(C)(=O)=O)CC31CN(C(=O)c2ccccn2)C1
    3	nt	nt	4	7	0.8	3
O=C(CCC(=O)c1cccs1)Nc1ccc(N2CCCCC2)cc1
    -5	4	-9	-5	2	10	-2
Cc1ccc(NC(=O)c2ccc(N3C(=O)C4CC=C(Cl)CC4C3=O)cc2)cc1 (stereo not drawn)
    -8	1	-51	-8	nt	nt	-8
COc1ccc(NC(=O)N(C)C[C@@H]2OCCCC[C@H](C)Oc3ccc(NS(=O)(=O)c4cccs4)cc3C(=O)N([C@@H](C)CO)C[C@@H]2C)cc1
    0	-2	nt	4	-3	0.2	4
CCOc1ccccc1NC(=O)NC(=O)N(C)S(C)(=O)=O
    -6	-3	0	-2	-3	nt	16
Cc1ccc(S(=O)(=O)N2CCOCC2)cc1NC(=O)COC(=O)Cn1c(C)csc1=O
    -3	-4	4	0	13	nt	4
Cc1cc(C)cc(OCCCN2CCC(C(O)(c3ccccc3)c3ccccc3)CC2)c1
    nt	nt	nt	0	0	0.0	1
Cc1ccc(OC(F)F)c(NC(=O)Nc2cccc(C(F)(F)F)c2)c1
    -1	4	-56	-1	3	nt	2
[2H]C(CCOS(N)(=O)=O)c1ccc(C(C)(C)C)cc1 (stereo not drawn)
    nt	-1	6	-5	-7	nt	2
CC1(C)CC(NC(=O)c2cc(Cl)ccc2Cl)CC(C)(C)N1
    -1	5	13	-6	15	-0.1	1
N#C/C(=C(/O)Cc1ccccc1)P(=O)(c1ccccc1)c1ccccc1
    1	-5	6	-2	?	4.2	3
O=c1c2ccccc2c(C=NC2CCN(Cc3ccccc3)CC2)c(O)n1Cc1ccc2c(c1)OCO2
    -6	nt	nt	2	-1	0.2	1
CCN(CC)c1ccc(C2NC(=O)c3ccccc3N2)cc1 (stereo not drawn)
    -4	nt	nt	-2	-3	nt	7
COc1cc(NS(=O)(=O)c2ccc(NC(=O)CN3C(=O)c4ccccc4C3=O)cc2)ncn1
    -1	nt	nt	5	-3	-0.5	6
CCCNC(=O)Nc1ccc2c(c1)OC[C@@H](C)N(C(=O)C1CCOCC1)C[C@H](C)[C@@H](OC)CN(C)C2=O
    0	1	2	7	-4	0.2	-1
COc1ccc(CNC(=O)c2cc(C(=O)C3CC3)c[nH]2)cc1
    7	1	nt	-1	-6	0.5	-1
O=[N+]([O-])c1cccnc1N/N=C/c1ccccc1O
    -8	nt	-31	-5	-3	nt	-5
COc1ccc2nc(-c3ccccn3)[nH]c2c1
    nt	1	-5	-6	5	nt	-1
CC(C)(C)c1cc(CCC(=O)NCC2CCCO2)cc(C(C)(C)C)c1O (stereo not drawn)
    -1	4	1	2	-4	nt	-1
Cc1cc(C(=O)Nc2cccc3c2O[C@H](CN(C)C(=O)Nc2ccc(C(F)(F)F)cc2)[C@@H](C)CN([C@H](C)CO)C3=O)n(C)n1
    2	2	-48	0	38*	-2.7	0
O=C(c1ccccc1)N(Cc1nc2ccccc2c(=O)[nH]1)C1CCCCC1
    -3	nt	nt	-1	-1	nt	1
CCc1noc(C)c1C(=O)N1CCCSC1=Nc1ccccc1Cl
    -2	0	nt	1	-8	nt	-2
C[C@@H]1CN([C@@H](C)CO)C(=O)Cc2cc(NC(=O)Cc3ccccc3)ccc2O[C@@H]1CN(C)C
    -6	4	16	-1	4	nt	-2
CCC(=O)N1N=C(c2cccc(NS(C)(=O)=O)c2)CC1c1cccs1 (stereo not drawn)
    1	nt	13	-5	0	-1.5	4
Cc1cc(C(=O)NC(C)CCc2ccccc2)ccc1[N+](=O)[O-] (stereo not drawn)
    -4	-4	24	2	-3	0.0	2
CC(NC(=O)c1ccncc1)C(c1cccs1)N1CCOCC1 (stereo not drawn)
    20*	0	13	9	-9	nt	1
CCOc1cc(/C=N/Nc2cccc(C(=O)O)c2)ccc1OC(=O)c1ccccc1
    1	nt	0	1	-3	nt	4
N#C/C(=C/c1ccc(C(=O)O)cc1)C(=O)NCc1ccccc1
    0	0	-1	-13	-7	nt	4
CC1(C)Oc2ccc3ccc(=O)oc3c2C(/C=N/O)=C1Cl
    -1	0	-8	-2	?	nt	3
